GPR35 antagonists = GPR35 antagonists blocking zaprinast-driven arrestin recruitment, primary screen, imaging, U2OS, beta-arrestin-GFP, zaprinast agonist (AID 2058); U2OS GPR35 beta-arrestin-GFP translocation imaging, zaprinast antagonism; higher % means a stronger effect; inhibition, % at 10 µM, or IC50 in µM where a hit was titrated; actives 0.052% (n = 290,000);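 active = inhibition of at least 50% with at least 30 cells and total cytoplasm GFP at most 10,000,000; inconclusive = under 30 cells or total GFP of 10,000,000 plus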
GPR55 LPI antagonism = inhibition of LPI-stimulated GPR55 beta-arrestin translocation – imaging, U2OS, beta-arrestin-GFP, LPI agonist, primary screen (AID 2013); U2OS GPR55 beta-arrestin-GFP translocation imaging, LPI antagonism; higher % means a stronger effect; inhibition, % at 10 µM, or IC50 in µM where a hit was titrated; actives 0.13% (n = 290,000);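 active = spots per cell inhibited over 60%, with over 100 cells counted and total cytoplasm intensity under 500,000; inconclusive = wells with under 100 cells, flagged as likely toxic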;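 note: U2OS cells stably carrying GPR55 and arrestin-GFP stimulated by 5 µM LPI near EC80; imaged beta-arrestin-GFP aggregate spots per cell after agonist stimulation; plate controls were LPI-stimulated DMSO wells for no effect and DMSO wells without LPI for full effect; some results filed as inactive read as strong as hits; confirmed hits need IC50 under 10 µM and bright autofluorescent wells are also inconclusive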
NOD1 inhibition = inhibition of NOD1-driven NF-kB reporter – cell-based, luminescence, uHTS, primary screen (AID 1578) | NOD1-driven NF-kB luciferase reporter cells, luminescence; higher % means a stronger effect | inhibition, % at 4 µM, or EC50 in µM where a hit was titrated | actives 1% (n = 290,000); in the data active = inhibition mostly above about 36%, no sharp cut-off; inactive = mostly below about 34%;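 note: HEK-293T reporter cells stimulated with the NOD1 agonist gamma-tri-DAP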
KOR beta-arrestin-1 = KOR agonists, beta-arrestin recruitment, primary screen, cell-based, luminescence, uHTS (AID 1777). KOR beta-arrestin recruitment, luminescence; higher % means a stronger effect. activation, % at 10 µM, or EC50 in µM where a hit was titrated. actives 0.02% (n = 280,000); in the data active = activation above about 50%, passing the limit was not always enough; note: a part of the inactive calls stands beside numbers as strong as those of hits
K1F lysis inhibition = inhibition of K1F phage lysis, E. coli UTI89, bacterial capsule biogenesis inhibitors, alamar blue (AID 488966); E. coli UTI89 K1F phage lysis, alamar blue, 2 h; higher % means a stronger effect; inhibition, % at 100 µM, or IC50 in µM where a hit was titrated; actives 0.02% (n = 340,000);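 active = phage lysis inhibition, versus mean bacterial control, above a set limit; inconclusive = no clear call, values can overlap the other calls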;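 note: capsule biogenesis inhibitors block K1F phage lysis so surviving cells raise fluorescence; higher fluorescence means more inhibition of phage lysis; actives were called in the ten point dose series up to 300 µM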
KOR beta-arrestin-2 = kappa opioid receptor blockers – cell-based, luminescence, uHTS (AID 1778) | one-dose inhibition, % at 10 µM; IC50 in µM for titrated hits | actives 0.091% (n = 290,000) | KOR beta-arrestin recruitment, luminescence, antagonist mode; higher % means a stronger effect; in the data active = inhibition above about 50%; note: strong numbers were not always called active
MgcRacGAP inhibition = MgcRacGAP GTPase-activating activity inhibitors, confirmation, biochemical, ADP Hunter fluorescence | MgcRacGAP-stimulated Rac1 GTP hydrolysis, ADP Hunter fluorescence; higher % means a stronger effect; GST-tagged Rac1 F28L mutant substrate | inhibition, % at 30 µM, or IC50 in µM where a hit was titrated | actives 0.6% (n = 340,000);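 active = first-screen hits whose inhibition reached a set limit at any dose in the follow-up dose series; inconclusive = inhibition above the set first-screen limit but never retested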;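 note: fluorescence reports GDP produced by GAP-driven GTP hydrolysis; strong numbers were not always called active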
NTR1 ag = NTR1-driven beta-arrestin-GFP spot formation – imaging, U2OS cells, high content, primary screen (AID 493036). agonist mode. activation, % at 20 µM. actives 0.17% (n = 330,000);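 active = activation at or above 40% of the spot to cytoplasm intensity ratio, with at least 20 cells analyzed; inconclusive = wells under 20 cells, flagged as cytotoxic or low count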;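 note: 0% = DMSO without peptide and 100% = 100 nM NTR1 peptide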
Target sequence (P30989 whole entry, looked up): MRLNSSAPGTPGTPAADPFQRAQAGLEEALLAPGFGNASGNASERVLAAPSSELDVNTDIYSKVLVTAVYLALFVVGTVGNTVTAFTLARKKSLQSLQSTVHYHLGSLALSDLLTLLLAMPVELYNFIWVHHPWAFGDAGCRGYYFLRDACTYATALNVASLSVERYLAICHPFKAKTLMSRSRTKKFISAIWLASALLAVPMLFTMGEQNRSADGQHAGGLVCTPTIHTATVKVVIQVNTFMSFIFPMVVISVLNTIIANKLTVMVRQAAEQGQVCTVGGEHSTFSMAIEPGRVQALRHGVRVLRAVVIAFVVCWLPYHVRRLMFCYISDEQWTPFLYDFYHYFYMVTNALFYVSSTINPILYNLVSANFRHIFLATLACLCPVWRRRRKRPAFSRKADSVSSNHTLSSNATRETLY
GPR55 activation = selective activators of receptor GPR55 – imaging, U2OS cells, beta-arrestin-GFP redistribution, primary screen (AID 1961). U2OS GPR55 beta-arrestin-GFP redistribution imaging; higher % means a stronger effect. one-dose activation, % at 10 µM; EC50 in µM for titrated hits. actives 0.048% (n = 290,000);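 active = activation above 40% with more than 50 cells counted in the well; inconclusive = wells holding fewer than 50 cells, flagged as toxic or sparse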;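 note: U2OS osteosarcoma cells stably expressing GPR55 and beta-arrestin-GFP; plate controls were DMSO negative control for no effect and LPI positive control for full effect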
NTR1 ag cell count 20 µM = also measured in NTR1 ag; calls as there; cell count; measured here: cell count, cytotoxicity flag
Numbers without * were called inactive; i = inactive; ? = inconclusive; nt = not tested or not shown; [ ] = another dose, or the depositor's remark.

SMILES	GPR35 antagonists	GPR55 LPI antagonism	NOD1 inhibition	KOR beta-arrestin-1	K1F lysis inhibition	KOR beta-arrestin-2	MgcRacGAP inhibition	NTR1 ag	NTR1 ag cell count 20 µM	GPR55 activation
CCN(CC(=O)N1CCN(Cc2ccccc2)CC1)S(=O)(=O)c1ccc(F)cc1	3%	-6%	-31%	-2.8%	0.0%	3%	2%	-1.1	60	-0.1%
CCN1C(=O)c2n[nH]c(C(=O)OC)c2C1=O	9%	9%	14%	-2.1%	i	27%	6%	0.9	46	-0.1%
CN(Cc1ccccc1)C(=O)C1CCN(S(=O)(=O)c2cccc3nonc23)CC1	10%	-8%	-28%	2.0%	-0.1%	-26%	5%	3.5	47	-0.2%
S=C(NC1CCCCC1)N1CCc2ccccc2C1	0%	-2%	8%	0.1%	1.4%[50 µM]	-28%	8%	1.5	56	0.7%
CC(C)CC(NC(=O)c1ccc(Cl)cc1Cl)C(=O)O (stereo not given)	-6%	4%	8%	1.1%	0.8%	-12%	-9%	0.3	43	0.0%
Cc1cc(C)cc(N(C(=O)c2sc(C)nc2C)C(C(=O)NCc2ccco2)c2ccccc2)c1 (stereo not given)	8%	-10%	-13%	-1.7%	-0.5%[50 µM]	12%	4%	3.5	45	0.0%
Cc1ccc(O)c(N=Cc2sc3ccccc3c2Cl)c1	-16%	1%	-6%	0.7%	2.7%[50 µM]	-10%	39µM*	4.1	67	-0.4%
CCSc1oc(-c2ccco2)nc1S(=O)(=O)c1ccc(C)cc1	-8%	-6%	-10%	-2.1%	-0.1%	-2%	5%	0.0	31	-0.1%
Cc1ccc(S(=O)(=O)Nc2nc3c(s2)C(=O)CC(C)(C)C3)cc1	-12%	8%	5%	-5.8%	-0.3%	-46%[20 µM]	5%	1.2	77	-0.1%
O=C(Nn1c(-c2ccccc2)nc2ccccc2c1=O)c1ccc([N+](=O)[O-])cc1	5%	-9%	20%	6.4%	2.8%	2%	6%	-0.9	71	-0.3%
Cc1nn(CCCC(=O)NCCc2ccccc2)c(=O)c2nn(-c3ccccc3)c(C)c12	9%	11%	-8%	5.7%	0.1%	-10%	11%	2.6	61	-0.1%
CCCNC(=O)NC(=O)CSc1nncs1	-1%	2%	26%	-0.3%	nt	-21%	nt	0.7	54	0.3%
COc1ccc(C(=O)NCCSCc2cccc(Cl)c2)cc1OC	2%	-3%	-11%	-7.6%	0.0%	22%[20 µM]	7%	-1.2	60	-0.1%
CCC(=O)NCCc1nc2cc(NC(=O)c3ccc(Cl)cc3)ccc2n1C	-5%	-12%	-2%	4.9%	-0.8%[50 µM]	-8%	2%	-1.9	92	0.5%
O=C(N/N=C/c1c[nH]c2ccccc12)c1ccn(Cc2ccc(Cl)cc2)n1	-17%	-4%	6%	10%	0.7%	-39%	6%	0.9	57	0.2%
CC1=CC(C)[C@H](/C=N/n2c(=O)[nH]c3c([nH]c4ccc(Br)cc43)c2=O)C(C)C1 (stereo not given in full)	26%	13%	-36%	-0.3%	-0.1%	6%	15%	1.8	52	-0.4%
O=C1C2C3C=CC(C4CC34)C2C(=O)N1/N=C/c1ccc(-c2ccc(F)cc2[N+](=O)[O-])o1 (stereo not given)	-3%	-19%	-5%	1.3%	3.4%	-19%	2%	3.8	72	-0.1%
CCc1c(C)nc(SCC(=O)c2ccc(C)c(C)c2)[nH]c1=O	10%	-6%	-19%	-4.2%	2.0%	-9%	9%	1.4	49	-0.1%
O=C(c1coc(=O)c(Br)c1)N1CCOCC1	-1%	17%	-13%	-2.9%	0.3%	-24%	15%	nt	nt	-0.1%
O=C(Oc1ccccc1C(=O)N1CCOCC1)c1ccc(F)cc1	-5%	0%	1%	1.5%	-0.1%	20%	8%	0.2	55	0.3%
COc1ccc(-c2csc(NC(=O)c3cc(C)on3)c2C#N)cc1OC	8%	-3%	-28%	-6.7%	3.3%	27%	-8%	1.3	44	-0.1%
Cc1ccc(C)c(-c2nnc(NC(=O)Cc3ccc(F)cc3)o2)c1	-3%	-4%	5%	-7.0%	0.2%	2%	7%	1.0	64	0.2%
COc1ccccc1C(=O)NC(=S)Nc1ccc(NC(=O)c2cccs2)cc1	-4%	13%	-28%	6.7%	-0.1%	-86%	5%	-0.8	40	0.2%
COCc1cc(C)nc(SCC(=O)Nc2cccc(C)c2C)c1C#N	-3%	12%	-15%	-0.6%	0.3%	0%	4%	0.3	42	-0.2%
Cc1ccnc(NC(=O)c2cnc(Cl)c(Cl)c2)c1	-16%	-13%	-39%	-1.0%	0.1%	6%	7%	-1.6	32	0.2%

Continuation:
SMILES	GPR35 antagonists	GPR55 LPI antagonism	NOD1 inhibition	KOR beta-arrestin-1	K1F lysis inhibition	KOR beta-arrestin-2	MgcRacGAP inhibition	NTR1 ag	NTR1 ag cell count 20 µM	GPR55 activation
Cc1ccc(N/C(C(Cl)=C(Cl)Cl)=C(/Cl)[N+](=O)[O-])c(C)c1	20%	8%	-15%	3.0%	-0.6%	-42%	5%	nt	nt	0.2%
Cc1cccc(Cn2nc(C)c(NC(=O)c3ccc(F)cc3)c2C)c1	-9%	-6%	-26%	-0.7%	0.4%	29%	2%	0.2	53	-0.1%
CC(C)(C)Cc1nnc(NS(=O)(=O)c2ccc([N+](=O)[O-])cc2)s1	23%	6%	-5%	8.9%	-0.8%	-10%[20 µM]	3%	-0.9	55	-0.3%
O=C(CN(Cc1ccccc1)C(=O)CCC(=O)Nc1nccs1)NCc1ccccc1	-4%	-8%	-22%	-0.1%	0.4%	-7%	3%	-0.9	51	0.0%
Cc1nn(CC(=O)Nc2ccccn2)c(C)c1Br	-5%	-4%	21%	-0.2%	1.3%	15%	-2%	0.3	58	0.1%
CCCCN(C)CCNC(=O)c1c[nH]c2ccc(S(=O)(=O)N(CC)CC)cc2c1=O	6%	-9%	-38%	-0.1%	-1.7%	-3%	3%	1.4	62	-0.2%
CON(C)c1nc(OCCNC(=O)OCc2ccc(Cl)cc2C)nc(N(C)C)n1	-3%	14%	1%	-4.1%	-0.3%	-20%	10%	0.9	100	1.0%
Fc1cccc(CNCC2CCCO2)c1 (stereo not given)	-13%	4%	7%	7.7%	-2.0%	3%	13%	-0.2	50	0.0%
COc1ccccc1N1C(=O)CC(Sc2n[nH]c(-c3cccc(C)c3)n2)C1=O (stereo not given)	-16%	8%	-46%	10%	-18%	1%	12%	-0.5	55	0.6%
O=C(O)CCC(=O)Nc1ccccc1C(=O)NCc1ccccc1	-5%	12%	-18%	6.5%	5.2%	-18%	2%	0.3	33	-0.3%
CC12CCC(=O)N1C(C(=O)NCCc1ccccc1)CS2 (stereo not given)	13%	13%	-34%	0.7%	-0.1%	12%	5%	0.2	57	0.0%
CC(Sc1nc(-c2ccccc2)cc(C(F)(F)F)n1)C(=O)NCc1ccco1 (stereo not given)	7%	9%	-4%	-2.0%	1.9%	21%	11%	-0.1	54	-0.1%
O=C(N/N=C/c1ccccn1)c1cccc(S(=O)(=O)Nc2ccccc2Cl)c1	-14%	7%	-31%	-2.1%	0.1%	27%	12%	-0.3	44	0.0%
CCCn1c(=O)c(C(=O)NNS(=O)(=O)c2ccc(Cl)cc2)c(O)c2ccccc21	9%	4%	68%	3.1%	0.3%	-30%	10%	1.7	32	-0.2%
COc1ccc(CCN(CC(=O)NC2CCCC2)C(=O)CCC(=O)Nc2cc(C)on2)cc1OC	9%	4%	-19%	19%	-1.4%	5%	7%	3.2	80	-0.2%
Cc1ccc(N(CC(=O)NC2CCCC2)C(=O)CCC(=O)Nc2nccs2)cc1C	-10%	2%	-10%	-2.7%	-0.1%	15%	3%	0.6	45	0.2%
CCOC(=O)c1sc(NC(=O)Nc2ccc(F)cc2)nc1C	18%	5%	4%	4.7%	?	3%	2%	13	79	0.2%
CC12CCC(O)CC1=CCC1C2CCC2(C)C1CCC21CCC(=O)O1 (stereo not given)	8%	-11%	2%	4.8%	0.7%[50 µM]	3%	4%	nt	nt	0.3%
CC(C)c1ccc(NC(=O)C(c2ccc3c(c2)OCO3)N2CCN(C(=O)c3ccco3)CC2)cc1 (stereo not given)	-20%	2%	-14%	5.6%	3.0%	-13%	-1%	3.2	65	-0.1%
OC(CN1CCC(Cc2ccccc2)CC1)c1ccccc1 (stereo not given)	25%	2%	2%	-1.3%	0.0%	2%	9%	-0.9	75	0.0%
COc1ccccc1C(=O)Nc1ccc(Oc2ncnc3sc(-c4ccccc4)cc23)cc1	-3%	14%	-26%	1.4%	0.3%	15%	5%	2.8	86	0.2%
COc1cc(NC(C)C(=O)N2CC(C)OC(C)C2)cc(OC)c1 (stereo not given)	-1%	-5%	-3%	-8.3%	0.0%	11%	27%	-0.8	45	0.0%
O=C(c1ccccn1)N1CCCC(N2CCN(c3ccccc3)CC2)C1 (stereo not given)	-3%	0%	-21%	-1.9%	0.0%	-25%	10%	-0.2	68	-0.1%
COCCCNc1ncnc2c1[nH]c1ccccc12	-2%	3%	-17%	0.1%	nt	-7%	nt	nt	nt	0.0%
COc1cc(N2C(=O)c3ccccc3C2=O)c(Cl)cc1C(=O)OCC(=O)N1CCOCC1	-8%	6%	-22%	-1.9%	0.4%	-11%	4%	1.0	28	0.0%

Looked up one by one from above, six records:
SMILES	GPR35 antagonists	GPR55 LPI antagonism	NOD1 inhibition	KOR beta-arrestin-1	K1F lysis inhibition	KOR beta-arrestin-2	MgcRacGAP inhibition	NTR1 ag	NTR1 ag cell count 20 µM	GPR55 activation
Cc1cccc(Cn2nc(C)c(NC(=O)c3ccc(F)cc3)c2C)c1	-9%	-6%	-26%	-0.7%	0.4%	29%	2%	0.2	53	-0.1%
Cc1ccc(N(CC(=O)NC2CCCC2)C(=O)CCC(=O)Nc2nccs2)cc1C	-10%	2%	-10%	-2.7%	-0.1%	15%	3%	0.6	45	0.2%
CCCn1c(=O)c(C(=O)NNS(=O)(=O)c2ccc(Cl)cc2)c(O)c2ccccc21	9%	4%	68%	3.1%	0.3%	-30%	10%	1.7	32	-0.2%
O=C(c1ccccn1)N1CCCC(N2CCN(c3ccccc3)CC2)C1 (stereo not given)	-3%	0%	-21%	-1.9%	0.0%	-25%	10%	-0.2	68	-0.1%
CCOC(=O)c1sc(NC(=O)Nc2ccc(F)cc2)nc1C	18%	5%	4%	4.7%	?	3%	2%	13	79	0.2%
COc1cc(N2C(=O)c3ccccc3C2=O)c(Cl)cc1C(=O)OCC(=O)N1CCOCC1	-8%	6%	-22%	-1.9%	0.4%	-11%	4%	1.0	28	0.0%

Screens deposited in PubChem BioAssay by several laboratories.

Not all compounds are listed; rates above refer to the full screens.
